ssDAF-12 act: S. stercoralis DAF-12 nuclear receptor activators, primary screen, cell-based, luminescence, HEK293, GRIP1 co-expression, lit1-tk-luc; HEK293 ssDAF-12/GRIP1 lit1-tk-luc reporter; % of 3 µM dafachronic acid response; Nuclear hormone receptor DAF-12 (Strongyloides stercoralis); AID 652126, 2013; 370,000 compounds, 1% hits; activation, % at 6.8 µM;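 active = activation above the mean over all tested compounds plus 3 SD, cut at about 0.9% in these data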;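 note: 0% = DMSO-only wells and 100% = 3 µM delta7-dafachronic acid wells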
DAX1 inh-1: DAX1 (NR0B1) inhibitors, primary screen, cell-based, HEK293, Gal4-DAX1, luciferase luminescence; Nuclear receptor subfamily 0 group B member 1 (Homo sapiens), P51843; HEK293 Gal4-DAX1 luciferase reporter; inhibition, % at 6.75 µM; 340,000 compounds, 0.99% hits; AID 504766, 2011;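 active = inhibition above the mean over all tested compounds plus 3 SD, cut at about 4.2% in these data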;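 note: 0% = DAX1-transfected cells with DMSO and 100% = empty-vector control cells with DMSO; inhibition shows as a rise in luminescence from relieved DAX1 repression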
Target sequence (P51843 207-470 limits assumed): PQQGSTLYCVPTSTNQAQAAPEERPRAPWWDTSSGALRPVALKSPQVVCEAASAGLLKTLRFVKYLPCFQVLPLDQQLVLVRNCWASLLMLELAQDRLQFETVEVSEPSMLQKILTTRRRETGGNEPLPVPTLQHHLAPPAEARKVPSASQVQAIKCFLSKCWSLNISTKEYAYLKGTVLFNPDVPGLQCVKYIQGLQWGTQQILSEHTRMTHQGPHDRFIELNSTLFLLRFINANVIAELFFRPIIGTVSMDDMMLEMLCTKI
ADAM10 inh: human ADAM10 inhibitors, primary screen, biochemical, QFRET, HTS; Disintegrin and metalloproteinase domain-containing protein 10 (Homo sapiens), O14672; recombinant ADAM10, EDANS/DABCYL FRET peptide cleavage, 3 h; inhibition, % at 7 µM; 370,000 compounds, 0.62% hits; AID 720582, 2013;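 active = inhibition above a per-campaign cutoff equal to the mean of compounds falling between control-based bounds plus 3 SD, cut at about 20% in these data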;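 note: 0% = DMSO wells while the 100% control is not disclosed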
Target sequence (O14672 214-748 limits assumed): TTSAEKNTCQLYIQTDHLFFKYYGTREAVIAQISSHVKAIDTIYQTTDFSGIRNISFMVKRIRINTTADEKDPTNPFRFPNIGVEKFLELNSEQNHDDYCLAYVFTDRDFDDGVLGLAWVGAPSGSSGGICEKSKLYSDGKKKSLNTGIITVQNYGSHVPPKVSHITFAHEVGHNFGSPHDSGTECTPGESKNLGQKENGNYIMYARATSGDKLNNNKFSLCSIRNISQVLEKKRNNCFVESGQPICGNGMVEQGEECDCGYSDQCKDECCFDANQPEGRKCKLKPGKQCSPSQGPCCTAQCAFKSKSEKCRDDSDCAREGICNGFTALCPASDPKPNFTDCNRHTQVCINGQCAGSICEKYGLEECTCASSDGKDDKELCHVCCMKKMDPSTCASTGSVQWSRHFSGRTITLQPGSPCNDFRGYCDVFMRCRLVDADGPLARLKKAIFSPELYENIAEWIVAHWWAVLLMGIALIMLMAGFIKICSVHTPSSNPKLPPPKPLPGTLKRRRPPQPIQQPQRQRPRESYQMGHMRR
PLC-beta3 inh: human PLC-beta3 inhibitors, primary screen, biochemical, fluorescence | 1-phosphatidylinositol 4,5-bisphosphate phosphodiesterase beta-3 (Homo sapiens), Q01970 | Purified PLC-beta3, fluorogenic substrate | inhibition, % at 12.2 µM | 370,000 compounds, 0.18% hits; in the data active = inhibition above about 11%;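 note: 0% = median of compound wells on plate and 100% = full blocker control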
PLC-gamma1 inh: PLC-gamma1 enzyme inhibitors, primary screen, biochemical, fluorescence, purified enzyme | inhibition, % at 12.2 µM | fluorogenic substrate | 1-phosphatidylinositol 4,5-bisphosphate phosphodiesterase gamma-1 (Homo sapiens), P19174 | 370,000 compounds, 0.84% hits; in the data active = inhibition above about 9.5%
hgDAF12 agonist: H. glycines DAF-12 receptor agonists, primary screen, cell-based, luminescence, HEK293, GAL4 fusion, UAS-luciferase; Nuclear hormone receptor DAF-12 (Heterodera glycines), GAL4 fusion; HEK293 GAL4-hgDAF12 UAS-luciferase reporter, agonist luminescence; normalized to butyrate control; activation, % at 6.8 µM; 370,000 compounds, 1.8% hits;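 active = activation above a cutoff set at the mean of all screened compounds plus 3 SD, cut at about 10% in these data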;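 note: 0% = DMSO wells and 100% = sodium butyrate wells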
GAA850 FXN act: FXN promoter activators, primary screen, cell-based, luciferase luminescence, HEK293 lucGAA850; 360,000 compounds, 0.56% hits; HEK293 lucGAA850 FXN promoter luciferase reporter, 24 h; percent of 10 µM SAHA response; activation, % at 6 µM; AID 540364, 2011;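 active = activation above the average of all compounds screened plus 3 SD, cutoff fixed separately per campaign, cut at about 7.5% in these data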;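 note: 0% = DMSO wells and 100% = 10 µM SAHA wells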
ADAM17 inh: ADAM17 inhibitors, primary screen, biochemical, QFRET; inhibition, % at 6.95 µM; 370,000 compounds, 0.83% hits; recombinant ADAM17, EDANS/DABCYL FRET peptide cleavage; AID 720648, 2013; Disintegrin and metalloproteinase domain-containing protein 17 (Homo sapiens), P78536;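 active = inhibition above the mean of compounds lying between control limits plus 3 SD, set per campaign, cut at about 8.5% in these data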;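 note: 0% = DMSO-only wells as the low control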
HGIII-sPLA2 inh: human group III sPLA2 inhibitors, primary screen, biochemical, QFRET, BODIPY PC-A2 liposome substrate. Group 3 secretory phospholipase A2 (Homo sapiens), Q9NZ20. QFRET BODIPY PC-A2 liposome hydrolysis, fluorescence. inhibition, % at 12.2 µM. 370,000 compounds, 0.56% hits;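 active = inhibition above mean plus 3 SD of compounds lying within the high and low control bounds, cut at about 19% in these data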;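 note: 0% = median of test compound wells and 100% = no enzyme DMSO wells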
hcDAF-12 act: H. contortus DAF-12 nuclear receptor activators, primary screen, cell-based, luminescence, HEK293, lit1-tk-luc reporter | activation, % at 6.8 µM | HEK293 hcDAF-12 lit1-tk-luc reporter; 0% DMSO, 100% Δ7-dafachronic acid | 370,000 compounds, 1.4% hits;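 active = activation above the mean of all tested compounds plus 3 SD, cut at about 5.5% in these data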;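 note: 100% = response to 3 µM Δ7-dafachronic acid high control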
DAX1 inh-2: DAX1 (NR0B1) inhibitors on StAR promoter, primary screen, cell-based, luminescence, SF-1 (NR5A1), full-length DAX-1. AID 652010, 2013. 370,000 compounds, 1.1% hits. inhibition, % at 6.8 µM. HEK293T StAR-luciferase reporter, SF-1/DAX-1 repression relief;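 active = inhibition above the mean over all tested compounds plus 3 SD, cut at about 3.6% in these data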;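 note: 0% = DAX-1 cells with DMSO and 100% = cells lacking DAX-1 with DMSO; higher inhibition means more luminescence from relief of DAX-1 repression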
Numbers without * were called inactive; i = inactive; x = no result given.

SMILES | ssDAF-12 act | DAX1 inh-1 | ADAM10 inh | PLC-beta3 inh | PLC-gamma1 inh | hgDAF12 agonist | GAA850 FXN act | ADAM17 inh | HGIII-sPLA2 inh | hcDAF-12 act | DAX1 inh-2
CC(=O)c1c(C)[nH]c(C(=O)COC(=O)C2CC2)c1C | -0.9 | 1.3 | 4 | -5 | -2 | -2.0 | 1.8 | -2 | 5 | -1.1 | 0.3
Cc1ccc(-c2cc(-c3nnc(SCC(=O)Nc4ccc(OCc5ccccc5)cc4)n3N)[nH]n2)cc1 | -1.1 | x | 0 | 2 | -1 | 3.9 | x | 1 | -2 | -0.9 | -1.6
CC(=O)Nc1ccc(-c2ccnc3c2CC(C)(C(=O)NCc2ccc(N(C)C)cc2)O3)cc1 (stereo not given) | -1.6 | x | 3 | 3 | 2 | 1.7 | 0.3 | -2 | 4 | -2.4 | 0.1
O=C(Nc1ccncc1)c1ccc(Cl)c(S(=O)(=O)N2CCCC2)c1 | -1.5 | -3.0 | -9 | -1 | 1 | -4.9 | 0.1 | -1 | 8 | -3.8 | -6.5
Cc1cc(OCC(=O)NCCc2c[nH]c3ccccc23)c2c(C)cc(=O)oc2c1 | -1.3 | 1.4 | -12 | 9 | 2 | 3.8 | -3.1 | 1 | -30 | 4.3 | 0.1
COc1ccccc1N1CCN(N=Cc2ccccc2Br)CC1 | -1.3 | x | -12 | 3 | 5 | 0.5 | x | -4 | 19* | 0.2 | -0.6
COc1ccc(CN2CCC(C(=O)N(C)CCc3ccc(OC)c(OC)c3)CC2)c(OC)c1 | -1.6 | 0.5 | -2 | 2 | 0 | -3.7 | 1.4 | -6 | -1 | -0.2 | 0.1
CCCCCCCCCCn1cc(C(C)=O)c(=O)[nH]c1=O | -0.7 | 1.1 | -3 | 1 | -3 | 0.2 | 2.2 | -3 | 0 | 0.6 | 0.2
CNc1c([N+](=O)[O-])cnn1-c1ccccc1Cl | -0.9 | 1.3 | 7 | 8 | 3 | 2.3 | 7.5 | 2 | 1 | 0.5 | 0.9
C=CCNC(=S)Nc1ccc2nsnc2c1 | -0.9 | -0.6 | -23 | -19 | -21 | 4.0 | 1.7 | -7 | 4 | 0.1 | -0.5
O=C(Nc1ccccc1)C1CCN(c2nccs2)CC1 | -0.5 | 0.6 | 4 | -13 | -15 | 0.9 | 2.1 | -9 | -2 | -0.2 | -0.6
O=[N+]([O-])c1ccc(C2OCCO2)cc1CS(=O)(=O)c1ccccc1 | -0.7 | 0.8 | -3 | 2 | 1 | 10 | 2.0 | -2 | -1 | -1.4 | 0.0
Cc1ccc(SC(C)C(=O)NC(N)=O)c(C)c1 (stereo not given) | -0.8 | 1.4 | -9 | -8 | -2 | -1.3 | 1.7 | -5 | 1 | 0.6 | 0.1
O=S1(=O)C=C(Sc2ccc(Cl)cc2)c2ccccc2C1Cc1ccc(F)cc1 (stereo not given) | -0.9 | x | 2 | -1 | 0 | -1.3 | x | 1 | -3 | -0.9 | -0.7
O=C(c1cccc(Cl)c1)N1CCC(N2CCC(C(=O)N3CCOCC3)CC2)CC1 | -1.0 | -0.6 | -5 | -2 | -4 | 1.4 | -0.6 | 0 | -2 | -1.5 | 0.9
Cc1nc(SCC(=O)NNC(=O)c2cccs2)[nH]c(=O)c1C | -0.8 | 2.1 | -4 | -3 | -2 | 10 | 2.0 | -5 | 2 | 3.0 | 1.2
O=C(O)CCC(=O)Nc1ccc(C(=O)OCC(=O)c2ccc(Cl)cc2)cc1 | -0.7 | 1.9 | -3 | 2 | -2 | 1.7 | 0.5 | -5 | -9 | -0.4 | 0.3
CC[C@@H]1[C@H]2CCCC(=O)N3CC[C@@H](C[C@@H]1OC(=O)Nc1ccccc1)[C@@H]23 | -1.5 | 0.1 | 4 | 3 | 4 | -3.2 | -2.3 | 1 | -1 | -1.8 | -0.4
Cc1cccc(NC(=O)CSc2nnc(C3CC3)n2CC2CCCO2)c1C (stereo not given) | -1.0 | -0.1 | -7 | -6 | -1 | 1.0 | 1.3 | -3 | 0 | 1.4 | -0.5
CN(C)c1ccc(S(=O)(=O)N2CCCCC2)cc1NC(=O)C1=NN(c2ccccc2)C(=O)CC1 | -1.3 | 0.1 | -5 | -10 | 0 | 1.4 | -0.3 | -4 | 3 | -1.7 | -0.4
CNC(=S)N/N=C(\C)c1ccc(Cl)c(Cl)c1 | -1.5 | 1.9 | -3 | -6 | 3 | 8.2 | 1.2 | -4 | 10 | -1.6 | -0.8
COc1ccc2oc(=O)c(C(=O)N3CCN(c4ccc(F)cc4)CC3)cc2c1 | -1.1 | 0.3 | -32 | -49 | -35 | -2.4 | 0.7 | -11 | 3 | -0.3 | -0.2
Cc1ccc(NC(=O)CCNCc2ccco2)cc1S(=O)(=O)N(C)C | -1.1 | 1.1 | 1 | 3 | -1 | 1.7 | 1.5 | 0 | 0 | -1.4 | 0.1
O=C(NCc1ccccc1Cl)C1CCCN1S(=O)(=O)c1ccc(F)cc1 (stereo not given) | -1.2 | -1.4 | 10 | -3 | 2 | 0.9 | 0.1 | 5 | 0 | -0.1 | -0.3
Cc1ccc(OCC(=O)NCC(=O)Nc2ccc(F)cc2)c([N+](=O)[O-])n1 | -1.9 | 2.9 | -6 | -3 | 3 | -1.7 | 1.1 | 3 | 14 | -2.2 | -0.4
COCCNC(=O)C(C)OC(=O)c1cc2sccc2n1C (stereo not given) | -1.2 | -0.3 | -7 | -1 | 0 | -1.4 | -1.2 | -2 | 0 | -1.0 | 0.1
NS(=O)(=O)c1ccc(NC(=O)CSc2ncccn2)cc1 | -0.3 | -0.7 | 2 | -5 | 1 | -1.4 | 2.4 | -3 | -3 | 2.1 | 0.5
CCC(C)(C)C1CCC2(CC1)NC(=S)N(c1ccccc1)N2 (stereo not given) | -0.8 | 1.2 | -2 | -4 | -1 | -1.6 | 1.3 | 0 | 2 | 3.1 | -0.6
CC1(C)C2CCC1(CS(=O)(=O)N1CCN(c3ccc(F)cc3)CC1)C(=O)C2 (stereo not given) | -1.5 | -1.2 | -8 | -4 | 0 | -2.0 | 1.5 | -3 | 7 | -0.9 | 0.1
COc1ccc(CC(=O)N2CCN(c3ccccn3)CC2)cc1OC | -0.2 | 0.1 | -27 | -4 | 0 | -1.5 | 2.5 | -4 | 6 | -1.3 | 0.4
CC1=C(C(=O)N2CCOCC2)C(c2ccccc2F)C2=C(CC(C)(C)CC2=O)N1 (stereo not given) | -1.1 | 1.0 | i | i | i | -0.5 | -3.3 | -402 | 4 | -1.0 | -0.1
CC(Oc1ccc2ccccc2c1)C(=O)NNC(=O)Nc1ccccc1F (stereo not given) | -1.0 | 0.8 | 1 | -10 | -1 | -0.3 | 1.1 | 1 | -21 | -0.7 | -0.1
CCc1ncc(CN2CCC(C(=O)Nc3ccc(-n4nc(C)cc4C)cc3)CC2)cn1 | -0.9 | -0.7 | -4 | -11 | -1 | -3.3 | -0.4 | -2 | 2 | -1.6 | -1.0
OCCNc1nc(Nc2cccc(O)c2)nc2ccccc12 | -1.4 | -1.1 | 4 | -1 | -1 | 4.7 | 1.6 | -1 | -8 | -2.7 | -1.1
CCc1nnc(SCC(=O)Nc2ccc(F)cc2)o1 | 0.3 | 0.4 | -6 | -4 | -1 | 1.1 | 0.9 | -3 | 5 | -0.5 | 1.3
Cc1nc2cc(N=NC3=C(O)CCCC3=O)ccc2s1 | -0.6 | 0.5 | -2 | -6 | -4 | 6.8 | 3.0 | 0 | 6 | 2.6 | 1.9
COc1ccc(C)cc1S(=O)(=O)Nc1ccc2c(c1)OCO2 | -1.8 | 0.2 | 8 | 0 | 1 | -1.7 | 2.0 | 0 | -8 | -0.6 | 0.0
NC(=O)[C@@H]1CC2(CC(c3cccc(NC(=O)[C@@H]4CCC(=O)N4)c3)=NO2)CN1C(=O)Cc1ccc([N+](=O)[O-])cc1 (stereo not given in full) | -1.1 | 0.6 | -3 | 2 | 1 | -0.3 | 1.5 | -3 | 7 | -0.9 | -0.6
COc1ccc(-c2nc(NCCN(C)C)nc3ccsc23)c(C)c1 | -1.1 | x | -116 | -24 | -19 | -2.1 | 1.0 | -42 | 4 | -1.5 | -0.3
O=Cc1nc(Nc2cc(F)cc(F)c2)nc(NC2CCCC2)n1 | -1.7 | x | 9 | 1 | 1 | -2.5 | x | 3 | 28* | -1.5 | x
CC(C)(C)OC(=O)Nc1ccccc1-n1nnnc1C(C(=O)c1ccc(F)cc1)N1CCN(c2ccccn2)CC1 (stereo not given) | -0.9 | x | -28 | -17 | -18 | -1.2 | x | -9 | -7 | 0.4 | -0.4
O=CC(O)C1OC(=O)C(O)C1O (stereo not given) | -2.0 | 3.3 | -5 | 5 | 1 | -1.8 | -0.3 | -2 | 3 | -2.2 | 0.1
COc1ccc2cc(-c3[nH]ncc3CN3C[C@@H]4CCC[C@H]3C4)ccc2c1 | -1.6 | 1.9 | -4 | -6 | -4 | -0.3 | 5.2 | -1 | -4 | -1.4 | 1.7
CC(Sc1nc(NC(C)(C)C)nc(N(C)C)n1)C(=O)Nc1ccccc1 (stereo not given) | -1.2 | -0.9 | -7 | -49 | 7 | -4.2 | 3.4 | -8 | 3 | -0.5 | 0.2
CCN(C(=O)COC(=O)CNC(=O)C1CCCCC1)c1ccccc1 | 1.0* | -0.7 | -3 | -5 | 4 | 0.9 | 0.3 | -1 | 7 | -1.1 | 0.9
Cc1nc(CS(=O)(=O)c2ccccc2)cc(N2CCOCC2)n1 | -0.4 | 0.0 | 9 | -1 | -1 | 3.9 | 2.3 | -3 | -1 | -0.3 | 0.1
